Screens deposited in PubChem by several laboratories.
DUSP1 inh: blocks human MKP-1 phosphatase activity; P28562; recombinant MKP-1, OMFP hydrolysis fluorescence; inhibition, %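 (compounds tested at a single concentration somewhere between 10 and 100 µM)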; hit rate 0.15% among 65,000; AID 374;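 active = inhibition above about 50%, limit read from the data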;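 note: 0% = DMSO max control wells and 100% = wells with enzyme stopped by NaOH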
Hsp90 inh: displaces geldanamycin probe from tumor Hsp90; inhibition, % at 30 µM; hit rate 0.35% among 64,000; NCI-N417 lysate Hsp90, Cy3B-geldanamycin FP displacement; P07900; AID 429;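 active = inhibition above 50%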;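 note: 0% = tracer plus lysate wells and 100% = tracer alone without lysate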
FXIIa inh mix: blocks human factor XIIa in pooled compound mixtures | AID 684 | purified FXIIa, fluorogenic substrate | inhibition, % at 5 µM | hit rate 0.2% among 62,000 | P00748; in the data active = inhibition above about 20%, passing the limit was not always enough;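 note: 0% = enzyme without compound and 100% = no enzyme blank; some results filed as inactive read as strong as hits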
Her2 expr inh: Her2 kinase expression inhibition; P04626; SKBR-3 HER2 protein level, AlphaScreen, 18-24 h; stronger effect = lower value; HER2 level % of control, % at 10 µM; hit rate 0.69% among 65,000; AID 645;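 active = HER2 level under 5% of the carrier-only control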;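 note: 100% = DMSO carrier and 0% = 500 nM PU-H71 HSP90 inhibitor; lower value means stronger loss of Her2 protein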
Cdc25B block: human M-phase inducer phosphatase 2 inhibition; recombinant Cdc25B, OMFP fluorescence Ex485/Em525; inhibition, %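 (compounds tested at 10 µM final in the well)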; hit rate 0.1% among 65,000; AID 368; in the data active = inhibition above about 50%
RORa activator: activators of human nuclear receptor RORA | P35398 | CHO-K1 Gal4-RORA LBD luciferase reporter, luminescence; percent increase over mock-subtracted basal signal | activation, % at 10 µM | hit rate 1.5% among 65,000;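 active = activation above the mean of all tested compounds plus 3 SD, cut at about 49% in these data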;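 note: 0% = DMSO-treated RORA cells and 100% = added signal equal to DMSO minus mock-transfected cells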
Target sequence (P35398 whole entry, looked up, the tested form may be a part): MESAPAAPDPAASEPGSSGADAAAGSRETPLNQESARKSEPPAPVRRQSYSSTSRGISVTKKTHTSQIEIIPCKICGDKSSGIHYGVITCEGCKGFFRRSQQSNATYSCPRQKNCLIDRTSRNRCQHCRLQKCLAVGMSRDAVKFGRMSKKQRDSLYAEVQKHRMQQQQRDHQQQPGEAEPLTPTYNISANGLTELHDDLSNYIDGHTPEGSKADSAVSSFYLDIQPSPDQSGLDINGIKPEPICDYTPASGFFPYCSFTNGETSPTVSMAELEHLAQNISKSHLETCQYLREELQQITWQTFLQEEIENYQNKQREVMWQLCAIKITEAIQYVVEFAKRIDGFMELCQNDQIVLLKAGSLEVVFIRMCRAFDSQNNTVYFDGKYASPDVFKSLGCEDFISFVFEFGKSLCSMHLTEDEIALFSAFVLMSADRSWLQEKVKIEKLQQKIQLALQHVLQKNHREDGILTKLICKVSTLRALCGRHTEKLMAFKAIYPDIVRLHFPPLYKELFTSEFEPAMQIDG
SF1 activator: SF-1 (human) activation. CHO-K1 Gal4-SF-1 LBD luciferase reporter; % increase over DMSO SF-1-specific signal. activation, % at 10 µM. hit rate 1.9% among 65,000. AID 522;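 active = activation above the mean activation of all tested compounds plus 3 SD, cut at about 50% in these data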
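Material: CHO-K1 cells with Gal4–hSF-1 LBD chimera plus Gal4-driven luciferase / Input: 4,000 CHO-K1 cells per well / Incubation: compound exposure 20 h at 37 °C / Signal: luminescence read 15 min after SteadyLite luciferase reagent, after room-temperature equilibration / Read-out: percent activation versus DMSO / Benchmarks: DMSO negative control and −SF1 background wells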
TNAP act DEA: activates human TNAP at intermediate phosphate acceptor concentration; P05186; purified TNAP, CDP-star luminescence, 100 mM DEA, 30 min; stronger effect = higher value; scale: 0 levamisole-inhibited, 1 vehicle-only enzyme; activation factor at 20 µM; 64,000 tested, under 10 active; AID 813;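 active = activation factor of at least 2 at 20 µM, relative to controls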
Target sequence (P05186 whole entry, looked up): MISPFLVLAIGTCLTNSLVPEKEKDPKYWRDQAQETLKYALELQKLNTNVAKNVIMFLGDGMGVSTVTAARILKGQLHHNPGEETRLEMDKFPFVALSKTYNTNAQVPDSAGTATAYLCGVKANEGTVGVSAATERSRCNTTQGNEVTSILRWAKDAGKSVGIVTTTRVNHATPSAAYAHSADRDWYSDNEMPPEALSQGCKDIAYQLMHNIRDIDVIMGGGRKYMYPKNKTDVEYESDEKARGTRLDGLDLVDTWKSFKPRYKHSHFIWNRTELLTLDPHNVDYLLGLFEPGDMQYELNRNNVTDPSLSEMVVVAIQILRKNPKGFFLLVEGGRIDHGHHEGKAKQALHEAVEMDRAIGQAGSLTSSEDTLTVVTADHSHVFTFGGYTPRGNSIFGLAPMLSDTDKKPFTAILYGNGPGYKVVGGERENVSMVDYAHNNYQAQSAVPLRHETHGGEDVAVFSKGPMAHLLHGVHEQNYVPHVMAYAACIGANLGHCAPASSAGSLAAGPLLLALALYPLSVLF
D1 mod: allosterically modulates the human D1 dopamine receptor. HEK293 D1, CRE-luciferase, dopamine EC30 potentiation; actives deviate in either direction. B-score at 10 µM. hit rate 5.9% among 58,000. AID 641;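 active = luminescence count or its row- and column-corrected plate score outside the 99.7% band of the plate's sample wells, on either side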
An asterisk follows results filed as active; . = not tested or not shown. This is a random part of the collection. Share with any hit: about 8.9%.

SMILES	DUSP1 inh	Hsp90 inh	FXIIa inh mix	Her2 expr inh	Cdc25B block	RORa activator	SF1 activator	TNAP act DEA	D1 mod
COc1ccc(C2c3sc(=O)[nH]c3SC3C(=O)N(c4ccccc4)C(=O)C32)cc1 (configuration not stated)	19	-2	5	113	-24	-4	6	1	1.2
COC(=O)c1cc(NS(=O)(=O)c2ccc3c(c2)CCC(=O)N3)cc(C(=O)OC)c1	6	-6	6	88	-12	5	7	1	0.066
COCCn1nnnc1C(c1cc2cccc(C)c2[nH]c1=O)N1CCN(c2ccccc2F)CC1 (configuration not stated)	26	2	16	125	-3	1	9	0.9	0.0051
COC(=O)c1cc(OC)c(OC)cc1NC(=O)c1cnccn1	8	-11	0	153	-15	-5	2	1	0.35
Cn1c(=O)[nH]c(=O)c2c1nc(CN1CCN(c3cccc(Cl)c3)CC1)n2CCN1CCOCC1	29	-2	4	93	-7	5	11	1	.
CC(=O)c1cc2c(cc1NC(=O)CCc1ccccc1)OCO2	-41	-4	14	90	-2	-12	1	0.9	0.027
CC1S/C(=C(\C#N)C(N)=O)N(c2ccc(F)cc2)C1=O (configuration not stated)	-16	-2	3	69	7	-16	10	0.9	1.1
CC1(C)CC(=O)C(C=NCCc2ccc(S(N)(=O)=O)cc2)=C(O)C1	7	-3	-22	108	6	-7	-13	0.9	0.02
COc1ccc(C2OC(=O)CC2C(=O)NC2CCCCCC2)cc1OC (configuration not stated)	6	-4	5	96	-2	0	-18	0.9	0.27
CCCC1Cc2c(sc3nc(SC)nc(N)c23)CO1 (configuration not stated)	-15	-2	.	104	11	-2	-7	0.9	.
COc1cc(C(=O)NCc2ccco2)cc(OC)c1OC	-2	0	-16	106	-6	-22	-5	1	-0.22
C=CCn1c(SCC(=O)NC23CC4CC(CC(C4)C2)C3)nc(O)cc1=O	-4	-3	4	140	2	-1	4	0.9	0.25
COC(=O)c1ccccc1NC(=O)Cn1cnc2cc(C)c(C)cc21	9	1	-1	79	0	-7	1	0.9	-1.5
CC(C)Cc1nc(N2CCN(C(=O)Cc3ccccc3)CC2)c(C#N)c2c1COC(C)(C)C2	-14	-4	.	61	5	-14	3	0.9	.
Cc1nonc1OCCNC(=O)C12CC3CC(CC(C3)C1)C2	0	4	11	133	4	4	2	0.9	0.84
O=C(Nc1ccccc1)Nc1cccc2cccnc12	-28	0	4	76	-5	86*	47	0.8	0.65
Cc1ccc(S(=O)(=O)Nc2ccc(-c3nnc(SCC#N)n3C)cc2)cc1	5	-2	-1	106	-8	-36	6	1	1.3
COc1ccc2nc(NC(=O)CCc3nc(-c4ccccc4F)no3)sc2c1	27	2	-14	95	-4	10	8	0.9	8.3*
COc1ccc2cc(C(=O)Nc3c(C)n(C)n(-c4ccccc4)c3=O)sc(=O)c2c1OC	1	0	1	69	-1	2	-8	0.9	.
CC(=O)Nc1cccc(NC(=O)CSc2nnnn2C)c1	2	-14	-2	101	-7	-8	10	0.9	0.19
COc1cccc2[nH]c3c(N4CCCCC4)ncnc3c12	-15	3	2	87	2	44	10	0.9	-0.31
Cc1csc(SCC(=O)Nc2nc(-c3ccccc3)cs2)n1	2	-5	-4	107	-2	26	29	0.8	-0.05
O=C(Cn1ccc2ccccc2c1=O)NCCC(=O)Nc1ccc2c(c1)OCCO2	-3	.	5	111	7	-18	-8	0.9	-0.71
O=C(Cc1ccccc1)NC1CCN(S(=O)(=O)c2cccc(F)c2)CC1	9	0	0	70	-2	-10	2	0.9	.

Limited to DUSP1 inh, Cdc25B block and SF1 activator, for some of the entries so far:
SMILES	DUSP1 inh	Cdc25B block	SF1 activator
Cc1ccc(S(=O)(=O)Nc2ccc(-c3nnc(SCC#N)n3C)cc2)cc1	5	-8	6
COc1ccc2nc(NC(=O)CCc3nc(-c4ccccc4F)no3)sc2c1	27	-4	8
COc1ccc2cc(C(=O)Nc3c(C)n(C)n(-c4ccccc4)c3=O)sc(=O)c2c1OC	1	-1	-8
CC(=O)Nc1cccc(NC(=O)CSc2nnnn2C)c1	2	-7	10

(more compounds)
SMILES	DUSP1 inh	Hsp90 inh	FXIIa inh mix	Her2 expr inh	Cdc25B block	RORa activator	SF1 activator	TNAP act DEA	D1 mod
CN(C)C(=O)CCc1nc(-c2ccc(C(C)(C)C)cc2)no1	25	-2	2	82	-1	-82	-83	0.9	-3
CCOc1ccc(-c2nc(-c3ccc(OC)cc3)no2)cc1OCC	7	0	-1	101	-14	21	-13	1	-2.9
O=C(O)C1CCCN1S(=O)(=O)c1ccc(Br)s1 (configuration not stated) (tested in a mixture with another compound)	-2	-3	2	121	-5	20	-2	1	0.032
CC(C)(C)C(=O)Nc1ccccc1C(=O)NCc1ccco1	7	2	3	190	1	-21	10	1	3.4
CC(CN1CCCCC1)OC(=O)c1cc2ccccc2o1 (configuration not stated)	17	-12	9	94	-5	3	-13	1	-0.66
CC(=O)N1CCN(c2ccc(NC(=O)c3ccccc3Br)cc2Cl)CC1	-4	-8	2	119	-3	14	14	0.9	-0.044
Cn1c(NCC(O)c2ccccc2)nc2c1c(=O)n(Cc1ccc(Cl)c(Cl)c1)c(=O)n2C (configuration not stated)	15	-2	.	49	11	-7	2	0.9	.
CCn1c(CSc2nc(C)cc(C)n2)nnc1SCC(=O)Nc1nc(-c2ccccc2)cs1	23	1	1	95	-11	0	-9	0.9	0.052
CCOc1ccc(NC(=O)CN2CCN(CC(=O)c3ccc(OCC)cc3)CC2)cc1	1	-7	6	111	-18	5	0	0.9	-1.1
CCCCn1c(SCC(=O)NCc2ccco2)nc2ccc(N3CCOCC3)cc2c1=O	22	-3	-7	86	-3	-7	-24	0.9	0.65
COc1ccc(NC(=O)CN(C2CCCCC2)S(C)(=O)=O)cc1OC	6	0	2	96	-7	-6	14	1	0.059
COCCOC(=O)c1c(C)n(C)c2ccc(OC(=O)C3CC3)cc12	-18	-1	-10	91	4	10	-5	0.9	1.4
CCCn1c(N)c(Sc2ccc(Cl)cc2)c(=O)n(CCC)c1=O	2	-3	-1	82	18	6	-8	1	0.55
Cc1oc(-c2ccccc2F)nc1CS(=O)(=O)CC(=O)NC1CCCC1	-12	-3	3	93	-16	4	-5	1	-0.17
COCCNC(=O)c1ccc2c(c1)NC(=O)CS2	1	2	5	64	4	-8	-9	1	-1.5
CCOC(=O)c1ccc(-c2ccc(C(=O)Nc3cccnc3)o2)cc1	21	-5	-16	96	-8	46	51*	0.9	0.46
Brc1ccc(-c2noc(CCc3ccccc3)n2)o1	-5	-4	-13	82	-8	17	36	0.9	.
COc1cccc(C2C(C#N)=C(N)Oc3cc(C)n(Cc4ccco4)c(=O)c32)c1 (configuration not stated)	-7	0	3	88	0	-13	0	0.9	0.4
Cn1c(SCC(=O)Nc2ccc3cn[nH]c3c2)nnc1-c1cccs1	-2	-6	3	72	-6	13	-11	0.9	0.5
CCCc1cc(=O)[nH]c(SCC(=O)N(C)CC(=O)Nc2ccc(C)cc2)n1	21	-4	-1	99	3	3	-5	0.9	0.54
COc1ccc(N2CCN(CCNC(=O)c3cccn4c(=O)c5ccc(Cl)cc5nc34)CC2)cc1	34	-1	2	128	-4	-9	2	0.9	-0.81
Cc1cc(C)nc(NC2=NCC(=O)N2c2ccccc2Br)n1	-1	-2	15	122	5	5	-3	0.9	0.16
CCOc1ccc2nc(COC(=O)c3ccco3)c(C(C)=O)[n+]([O-])c2c1	-12	1	2	118	0	8	-17	0.9	0.28
Oc1cnn(-c2ccccc2)c1	0	-4	5	85	-9	16	17	1	-0.59

Single records (already shown). Order of values: DUSP1 inh	Hsp90 inh	FXIIa inh mix	Her2 expr inh	Cdc25B block	RORa activator	SF1 activator	TNAP act DEA	D1 mod
COc1ccc(N2CCN(CCNC(=O)c3cccn4c(=O)c5ccc(Cl)cc5nc34)CC2)cc1 across the screens: 34	-1	2	128	-4	-9	2	0.9	-0.81
COCCNC(=O)c1ccc2c(c1)NC(=O)CS2 across the screens: 1	2	5	64	4	-8	-9	1	-1.5
CCOC(=O)c1ccc(-c2ccc(C(=O)Nc3cccnc3)o2)cc1 across the screens: 21	-5	-16	96	-8	46	51*	0.9	0.46
Oc1cnn(-c2ccccc2)c1 across the screens: 0	-4	5	85	-9	16	17	1	-0.59

Later entries.
SMILES	DUSP1 inh	Hsp90 inh	FXIIa inh mix	Her2 expr inh	Cdc25B block	RORa activator	SF1 activator	TNAP act DEA	D1 mod
O=C(CSc1nnc(-c2ccccc2Br)o1)N1CCN(C(=O)c2ccco2)CC1	7	1	4	168	-6	6	-2	1	0.22
Cc1nc(SCn2nnc3ccccc3c2=O)c2c(C)c(C)sc2n1	-11	-4	8	82	9	12	12	0.9	-0.046
CC1(C)c2ccccc2N2CC(=O)NC21/C=C/c1ccco1 (configuration not stated)	0	-29	3	95	-4	-12	-15	0.9	0.1
O=C1CC(N(O)C2CC(=O)N(Cc3ccccc3)C2=O)C(=O)N1Cc1ccccc1 (configuration not stated)	-10	-4	.	108	4	-15	-8	0.9	.
CCCCC(NC(C)=O)c1nc2ccccc2n1CCCC (configuration not stated)	4	.	6	57	-9	-19	4	1	-1
CC(=O)COc1ccc2c3c(c(=O)oc2c1C)CCCCC3	1	0	-2	100	2	26	54*	0.8	4.2
COc1cc(-c2n[nH]c(=O)o2)cc(OC)c1OC	11	-12	7	93	-5	-3	6	0.9	-0.21
Cn1nc(-c2ccc(Cl)cc2)c2cc(C(=O)N3CCN(c4ccccn4)CC3)sc21	9	-4	-16	58	-13	5	10	0.9	-0.28
CCN1CCCC1CNC(=O)CSc1cc(=O)n(CC)c2ccccc12 (configuration not stated)	3	-4	1	105	-16	-16	2	0.9	-0.84
C=CCc1cccc(/C=N/n2cnnc2)c1O	-29	-4	.	93	-31	-7	-5	0.9	.
CCOC(=O)c1oc2cc(O)ccc2c(=O)c1-c1ccccc1OC	14	-2	-17	99	-2	-1	25	1	-0.015
CCOc1cc(NS(=O)(=O)CC)c(OCC)cc1NC(=O)c1ccco1	-5	-3	6	88	-4	4	-1	0.9	2.4
Cc1cc(C)n2c(=S)[nH]nc2n1	-8	2	0	119	11	6	8	0.9	-0.003
CCCSc1nnc2c(n1)OC(c1cccn1C)N(C(C)=O)c1ccccc1-2 (configuration not stated)	14	-3	-16	81	-1	-15	-19	0.9	-0.09
CC(=O)OC1C(OC(C)=O)N(C(C)=O)C(=O)N1C(C)=O (configuration not stated)	-23	5	-1	88	-2	-6	-8	0.9	-0.62
OC(COc1ccc2ccccc2c1)Cn1ccnc1 (configuration not stated)	0	-2	2	77	3	1	4	0.9	.
O=C(Nc1ccc(Cl)cc1C(=O)Nc1ccncc1)c1ccco1	4	-13	-12	78	3	-9	-20	0.9	8.7*
CCN(CC)C(=O)CSC1=C(C#N)C(c2ccco2)C(C(=O)OCCOC)=C(C)N1 (configuration not stated)	-7	-5	6	61	-9	-1	-10	0.9	1.7
CC(C)Cc1nc(NCCN2CCOCC2)c(C#N)c2c1COC(C)(C)C2	-17	-2	.	90	-31	15	6	0.9	.
COC(=O)c1ccc(C2/C(=C(/O)c3ccc(OC)cc3)C(=O)C(=O)N2Cc2ccco2)cc1 (configuration not stated)	-10	-3	.	138	-7	-3	17	1.1	.
COc1ccc(CCNS(=O)(=O)c2ccc(F)cc2)cc1OC	-1	-3	6	112	-9	1	4	0.8	3.1
CC1CC(C)CN(Cc2nc(N)nc(Nc3ccc4ccccc4c3)n2)C1 (configuration not stated)	8	-15	16	70	-3	29	18	0.9	0.89
COc1ccc(NC(=O)C2CCCN(S(=O)(=O)c3cccnc3)C2)cc1 (configuration not stated)	15	7	9	98	-1	8	-7	0.9	-0.24
CCOC(=O)CCCn1nc(C)n2c(cc3sccc32)c1=O	-4	-1	-6	90	-4	-6	-1	0.9	1.9
COc1cc(NCCCC(C)N)c2ncccc2c1 (configuration not stated)	-7	97*	-4	66	10	0	-3	0.9	-0.4
